eIF2B yeast act – modulators of yeast eIF2B activity. AID 688. hit rate 0.91% among 27,000. inhibition, % at 25 µM (by protocol). S. cerevisiae eIF2B-epsilon R284H, GCN4-lacZ luminescence;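 active means mutant luminescence inhibited past about 50% while wild type luminescence and mutant growth stay under set limits, limit read from the data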; further: some compounds called inactive have numbers as strong as hits
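Times: 16 h growth with compound at 30 °C, 90 min Beta-Glo step; Assay system: yeast eIF2B-epsilon R284H mutant carrying GCN4–beta-galactosidase fusion; Measure: % inhibition of reporter signal and growth versus controls; Dosing: one concentration, 25 µM, 0.25% DMSO; Buffer or medium: YPD yeast growth medium; Measured by: Beta-Glo luminescence plus absorbance at 595 nm.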
Yeast tox – Compounds toxic to wild-type S. cerevisiae growth. A595 turbidity, 16 h. growth inhibition, % at 25 µM (by protocol). hit rate 0.3% among 30,000;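 active means mutant and wild-type yeast strains alike exhibit over 30% growth inhibition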;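 further: 0% = untreated cell controls and 100% = YPD media blanks without cells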
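System: S. cerevisiae wild-type or eIF2Bepsilon-R284H mutant strain; times: 16 h growth with compound, 30 °C; signal: absorbance at 595 nm (turbidity); measure: growth inhibition (%) versus cell controls and blanks; compound: 25 µM single dose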
Yeast tox inhibition % – recorded beside Yeast tox, whose call it bears; growth inhibition, %; S. cerevisiae eIF2Bepsilon-R284H mutant growth, A595 turbidity, 16 h;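 each compound tested once at 25 µM; 0% equals untreated cells and 100% equals cell-free medium blanks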
eIF2B yeast act mutant toxicity – also measured in eIF2B yeast act; calls as there; growth inhibition, %; measured here: mutant yeast growth, toxicity;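 each compound tested once at 25 µM; zero equals untreated control growth and 100 equals blank medium absorbance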
* = called active by the depositor; x = not tested or not shown. Only part of the results is shown. The share of hits here may be higher or lower than overall.

#1 O=C(Nc1cccnc1N1CCOCC1)c1ccco1
#2 Cc1ccccc1-c1noc(-c2ccccc2C(=O)N2CCCC2)n1
#3 COCCn1c(C)cc(C2=NNC(=Nc3ccccc3F)SC2)c1C
#4 O=C(Nc1scc(-c2ccc(F)cc2)c1C(=O)O)c1ccco1
#5 Cc1cc(Cl)c(S(=O)(=O)NC2CCCC2)cc1OCC(=O)NC1CCCCC1
#6 C[N+](C)(C)CCCC(=O)c1ccc2c(c1)OCO2
entry no.,1,2,3,4,5,6
eIF2B yeast act,-11,-3,x,29,14,x
eIF2B yeast act mutant toxicity,12,-15,x,20,7,x
Yeast tox,-15,-2,-2,26,7,9
Yeast tox inhibition %,12,-15,4,20,7,0

#7 O=C(OC(C(=O)NC1CCCC1)c1ccncc1)C1=Cc2ccccc2OC1 (stereo unspecified)
#8 CCn1c(C)c(C(C)=O)c(SC)nc1=S
#9 COc1cccc(-n2c(SCC(=O)Nc3cc(C)on3)nc3ccccc3c2=O)c1
#10 COC(=O)Cc1cc(=O)n2[nH]c(C)c(-c3ccccc3)c2n1
#11 CCCN1Cc2cccc(C(=O)N3CCN(c4ccc(F)cc4)CC3)c2C1=O
#12 Cc1nc2ccccn2c1C(=O)NC1CCCCC1
entry no.,7,8,9,10,11,12
eIF2B yeast act,-5,x,-8,13,21,0
eIF2B yeast act mutant toxicity,-14,x,3,-10,24,4
Yeast tox,28,5,15,-13,10,-10
Yeast tox inhibition %,-14,11,3,-10,24,4

#13 CN1CCN(c2ccccc2NC(=O)COc2ccccc2)CC1
#14 Cc1ccc(C2C(C(=O)c3cc4ccccc4o3)=C(O)C(=O)N2CCN2CCOCC2)o1 (stereo unspecified)
#15 COc1ccc(C(CC(=O)N2CCOCC2)C(C)C)cc1 (stereo unspecified)
#16 COc1ccc(C(=O)Nc2cccc(-c3nc4ncccc4o3)c2C)cc1
#17 CCc1cc2c(=O)nc3n(c2s1)Cc1ccccc1/C3=C(/O)c1ccccc1Cl
#18 CC(=O)OC(C(=O)NCc1ccc(F)cc1)c1ccccn1 (stereo unspecified)
entry no.,13,14,15,16,17,18
eIF2B yeast act,x,1,26,18,15,-44
eIF2B yeast act mutant toxicity,x,7,14,19,8,5
Yeast tox,18,4,7,-3,29,3
Yeast tox inhibition %,7,7,14,19,8,5

Pulled one by one from the entries so far:
#14 Cc1ccc(C2C(C(=O)c3cc4ccccc4o3)=C(O)C(=O)N2CCN2CCOCC2)o1 (stereo unspecified)
#17 CCc1cc2c(=O)nc3n(c2s1)Cc1ccccc1/C3=C(/O)c1ccccc1Cl
#13 CN1CCN(c2ccccc2NC(=O)COc2ccccc2)CC1
#16 COc1ccc(C(=O)Nc2cccc(-c3nc4ncccc4o3)c2C)cc1
#15 COc1ccc(C(CC(=O)N2CCOCC2)C(C)C)cc1 (stereo unspecified)
#18 CC(=O)OC(C(=O)NCc1ccc(F)cc1)c1ccccn1 (stereo unspecified)
entry no.,14,17,13,16,15,18
eIF2B yeast act,1,15,x,18,26,-44
eIF2B yeast act mutant toxicity,7,8,x,19,14,5
Yeast tox,4,29,18,-3,7,3
Yeast tox inhibition %,7,8,7,19,14,5

Later entries:
#19 CCC(C(=O)NC1CCCC1)N(C(=O)Cn1nnc(-c2ccc(OC)c(OC)c2)n1)C1CCCCC1 (stereo unspecified)
#20 CCOc1ccc(C(=O)Nc2cccc(C)n2)cc1
#21 CC1Cn2c(nnc2C23CC4CC(CC(C4)C2)C3)S1 (stereo unspecified)
#22 Cn1c(=O)c2cnc(N3CCOCC3)nc2n(C)c1=O
#23 O=C(COc1c(Br)cc(Br)c2cccnc12)N1CCc2ccccc2C1
#24 c1cncc(Nc2nc(-c3cccs3)cs2)c1
entry no.,19,20,21,22,23,24
eIF2B yeast act,-1,52,44,13,x,28
eIF2B yeast act mutant toxicity,5,-7,x,12,x,-2
Yeast tox,14,28,-20,17,37,16
Yeast tox inhibition %,5,-7,0,12,14,-2

#25 COc1ccc(-c2nnc(SCc3cc(C)ccc3C)n2N)cc1
#26 COc1ccc(CCNC(=O)COC(=O)c2cnc(C)cn2)cc1OC
#27 O=C(O)c1ccc(OC2CSC2)cc1
#28 Cc1ccc(/C(O)=C2\C(=O)C(=O)N(c3cc(C)on3)C2c2cccc(Cl)c2)cc1 (stereo unspecified)
#29 CCCSC1=C(C#N)C(c2cccs2)C(C(=O)Nc2ccccc2)=C(C)N1 (stereo unspecified)
#30 CCCCNC(=O)NCC(=O)Nc1ccc(F)c(F)c1
entry no.,25,26,27,28,29,30
eIF2B yeast act,x,40,23,26,21,13
eIF2B yeast act mutant toxicity,x,-4,-9,x,-4,4
Yeast tox,32,13,0,-18,-13,30
Yeast tox inhibition %,19,-4,-9,0,-4,4

#31 Cc1cc(C)c2c(=O)[nH]c(SCC(=O)N(C)C)nc2n1
#32 O=C(CCS(=O)(=O)c1cccs1)Nc1ccc(C(=O)NCc2ccc(F)cc2)cc1
#33 CCn1nnc(NC(=O)c2ccccc2Br)n1
#34 Cc1cccc(C(C)C)c1-n1nnnc1-c1ccccc1
#35 COc1ccc(Cl)cc1NC(=O)C(C)N1CCN(C/C=C/c2ccccc2)CC1 (stereo unspecified)
#36 COCCn1c(C)cc(C(=O)CSc2nnc(-c3cccnc3)n2-c2ccccc2F)c1C
entry no.,31,32,33,34,35,36
eIF2B yeast act,3,25,5,26,x,17
eIF2B yeast act mutant toxicity,-10,19,-14,-36,x,5
Yeast tox,19,-1,21,2,25,-29
Yeast tox inhibition %,-10,19,-14,-36,19,5

#37 O=C(Cn1nnc2ccccc21)NCc1ccccc1
#38 COc1ccccc1NC(=O)NS(=O)(=O)c1ccc(C)cc1
#39 c1ccc2oc(CCc3nc4ccccc4o3)nc2c1
#40 Cc1ccccc1-c1cc2c(nn1)-c1ccccc1C2=O
#41 CCn1c(COc2ccccc2)nnc1SCC(=O)NC1CCCCC1
#42 Cc1ccc(-c2nc3cc(C)ccc3o2)cc1
entry no.,37,38,39,40,41,42
eIF2B yeast act,8,x,18,x,5,15
eIF2B yeast act mutant toxicity,23,x,x,x,-4,17
Yeast tox,6,10,13,4,7,2
Yeast tox inhibition %,23,4,0,-2,-4,17

#43 Cc1cc2c(c(=O)n1CCCn1ccnc1)C(c1ccco1)C(C#N)=C(N)O2 (stereo unspecified)
#44 Cc1cccc(N(C)S(=O)(=O)c2cccc3nsnc23)c1
#45 Cc1csc(NC(=O)CSc2nc(C)cs2)n1
#46 O=C(N/N=C/c1ccc(O)c(O)c1O)/C(=C/c1ccc([N+](=O)[O-])cc1)NC(=O)c1ccccc1
#47 COc1ccc2nc3oc(C(=O)N4CCN(c5cccc(C(F)(F)F)c5)CC4)cc3cc2c1
#48 O=C(Nc1ccccc1N1CCN(C(=O)c2ccc(Cl)cc2)CC1)c1ccc(Br)cc1
entry no.,43,44,45,46,47,48
eIF2B yeast act,-22,17,16,29,13,x
eIF2B yeast act mutant toxicity,15,35,x,16,-7,x
Yeast tox,11,23,10,14,-17,-17
Yeast tox inhibition %,15,35,0,16,-7,5

A few values from above.
Reading of compound 7 under eIF2B yeast act: -5
Reading of compound 9 under Yeast tox inhibition %: 3
Reading of compound 28 under Yeast tox inhibition %: 0
Reading of compound 34 under eIF2B yeast act mutant toxicity: -36
Reading of compound 19 under eIF2B yeast act: -1

Going on with the list.
#49 Cc1c(NC(=O)C(C)c2ccc(CC(C)C)cc2)c(=O)n(-c2ccccc2)n1C (stereo unspecified)
#50 Cc1cccc(C)c1NC(=O)CSc1nnc(CCCCCNC(=O)OC(C)(C)C)o1
#51 CCOc1cc([C@H]2[C@@H]3CCCC[C@]3(O)CCN2CC(=O)NCc2ccco2)ccc1O
#52 O=C(CCn1cccc1)Nc1ccccc1F
#53 CC1CCCN(C(=O)Cc2ccc(F)cc2)C1 (stereo unspecified)
#54 Cc1ccc(-c2nnc(CSc3nc(C(C)C)nc4sc(C)c(C)c34)o2)cc1
entry no.,49,50,51,52,53,54
eIF2B yeast act,x,15,24,28,33,26
eIF2B yeast act mutant toxicity,x,4,5,-10,12,x
Yeast tox,-8,5,4,5,12,x
Yeast tox inhibition %,3,4,5,-10,12,x

#55 Cc1ccc(-c2nnc(SCC(=O)Nc3sc(C)c(C)c3C#N)n2C)cc1
#56 CCCCCCNC(=O)C(C(=O)OCC)C1CCCCC1 (stereo unspecified)
#57 Cc1cc2cc(CCNC(=O)C(C)C)c(=O)[nH]c2cc1C
#58 Cc1ccc(-n2c(COc3c(C)cccc3C)nnc2SCC(=O)Nc2nccs2)cc1
#59 CCCCCn1c(CN2CCCCC2C)nc2c1c(=O)n(C)c(=O)n2C (stereo unspecified)
#60 Oc1ccc(Cl)cc1C1=NCCNC(C(F)(F)C(F)F)=C1
entry no.,55,56,57,58,59,60
eIF2B yeast act,9,0,-16,11,17,19
eIF2B yeast act mutant toxicity,x,4,-12,x,-19,16
Yeast tox,x,13,10,6,16,10
Yeast tox inhibition %,x,4,-12,0,-19,16

#61 CCOC(=O)c1cnc2nc(NCc3ccc(OC)c(OC)c3)[nH]n2c1=O
#62 COc1ccccc1N1CCN(C(=O)c2c(C)cc(=O)oc2C)CC1
#63 Fc1ccccc1N1CCN(Cc2nc(-c3ccc(Cl)cc3Cl)no2)CC1
#64 CCOc1ccc(C2=NNC(c3cccs3)=Nc3ccc(OC)cc32)cc1
#65 Cc1nn(CCc2nn[nH]n2)c2nc(C(F)(F)F)cc(C(F)(F)F)c12
#66 COc1ccnc(N=CNOCc2ccc(C)cc2)c1C#N
entry no.,61,62,63,64,65,66
eIF2B yeast act,-8,21,4,20,18,27
eIF2B yeast act mutant toxicity,6,14,4,11,-23,-6
Yeast tox,13,17,-4,-8,9,-5
Yeast tox inhibition %,6,14,4,11,-23,-6

#67 O=C(Nc1ccc(Cl)cc1)[C@@H]1[C@@H]2C(=O)N(c3ccc(Cl)cc3)C(=O)[C@@H]2[C@H]2C=CC=NN21
#68 O=c1[nH]c2ccccc2nc1Cc1ccccc1
#69 O=C(NCc1cccnc1)c1cccc2c1C(=O)N(Cc1cccnc1)C2
#70 O=C(O)CCc1ccc(-c2cccs2)n1Cc1ccco1
#71 Cc1c(Cl)cccc1NC(=O)c1cc(-c2ccccc2O)n[nH]1
#72 O=C1c2ccccc2C(=O)N1CCCc1nc(-c2cccnc2)no1
entry no.,67,68,69,70,71,72
eIF2B yeast act,25,5,14,18,39,11
eIF2B yeast act mutant toxicity,-15,5,18,-23,x,17
Yeast tox,-6,6,7,-5,-17,-2
Yeast tox inhibition %,-15,5,18,-23,0,17

#73 Nc1nonc1C(=O)NCCNCc1ccccc1OCc1ccccc1F
#74 Cc1nn(CC(O)Cn2c3c(c4ccccc42)CCN(C)C3=O)c(C)c1Br (stereo unspecified)
#75 CC1(C)N=C(N)N=C(N)N1c1ccccc1
#76 COc1ccc(NC(=O)c2ccco2)cc1NC(=O)c1ccc(C)cc1
#77 FC(F)Sc1ccc(NC(=S)NCC2CCCCC2)cc1
#78 Cc1ccc(C(=O)NC2CCCCCC2)cc1N1CCCC1=O
entry no.,73,74,75,76,77,78
eIF2B yeast act,15,12,x,34,x,22
eIF2B yeast act mutant toxicity,-4,-18,x,-34,x,16
Yeast tox,14,-10,20,15,13,4
Yeast tox inhibition %,-4,-18,15,-34,18,16

#79 CCOC(=O)C1=C(CNCc2ccccc2Cl)NC(=O)NC1c1ccc2c(c1)OCO2 (stereo unspecified)
#80 CCOc1ccc(NC(=O)CSC(N)=O)cc1
#81 CCn1c(=O)cc(SCC(=O)N2CCN(c3ccccc3OC)CC2)c2ccccc21
#82 CCOc1ccc(/C=C/C2=Cc3c(sc(NC(=O)CSc4n[nH]c(N)n4)c3C#N)C(C)(C)C2)cc1
#83 Cc1cc(C(=O)N2CCN(c3ccccc3)CC2)c(C)o1
#84 Cn1c(-c2cc3ccc(OC(=O)C(C)(C)C)cc3oc2=O)nc2ccccc21
#85 O=C(c1cc2c(=O)oc3ccccc3c2s1)N1CCN(c2ncccn2)CC1
#86 O=C(CN1CCN(C(=O)N2CCOCC2)CC1)Nc1ccc(Br)cc1
#87 Cc1cccc(-c2noc(CCCOc3ccc(Cl)cc3Cl)n2)c1
entry no.,79,80,81,82,83,84,85,86,87
eIF2B yeast act,4,28,31,x,x,25,20,-3,19
eIF2B yeast act mutant toxicity,x,x,-5,x,x,-19,-14,x,22
Yeast tox,x,1,-1,-7,-1,1,20,9,7
Yeast tox inhibition %,x,0,-5,15,20,-19,-14,0,22

Screening data (PubChem BioAssay)
